Assay outcomes from PubChem BioAssay.
TCR activator = T cell receptor activation | 330,000 tested, under 10 active | primary human leukocytes, anti-CD3, IL-2 HTRF, 48 h | Potency, µM (series often up to 9.22 µM), without a hit: at the top dose activation of IL-2 secretion, hits mostly activators; note: % of control where 0% means no effect
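Using a-CD3 beads without co-stimulation, primary human leukocytes were exposed to compounds for 48 hr. An HTRF IL-2 kit measured the cytokine, with europium-to-d2 energy transfer producing emission at 665nm upon 320nm excitation.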
TSHR antagonist = human thyrotropin receptor antagonism | AID 504810 | activity change, negative = inhibition, % at 11.5 µM | hit rate 0.2% among 330,000 | TSHR-expressing cells, TSH-stimulated cAMP HTRF, 2 h; hits give low values | P16473;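 active = activity change below a set negative limit, meaning inhibition stronger than a set level, cut at about -70% in these data; inconclusive = activity change between two set negative limits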; note: % is set by controls: 0 for no effect and ±100 for the full control effect
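Antagonism was scored as loss of TSH-driven cAMP in TSHR cells, stimulated with 4nM TSH (EC80) for 2 hours at 37 deg C and detected by homogeneous HTRF competition immunoassay.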
PTAP TSG101 blk = blocks PTAP/TSG101 interaction to inhibit HIV-1 budding. 340,000 tested, under 10 active. Q99816. Fluorescence polarization, FITC-PTAP peptide / Tsg101 binding. AID 493005. Potency, µM (doses to about 115 µM), for the others: top-dose activity change, negative = inhibition, usual class: inhibitors; active = well fitted inhibition curve with a large enough effect in the main read-out, with a control signal flat, not every such curve was filed as active; inconclusive = small, poorly fitted or top-dose-only effect, or effect the other way, or a change in a side signal; inactive = no such curve, though single readings can be large or run the other way; note: potency is the fitted concentration of half-maximal effect; % of control where 0% means no effect
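Fluorescence anisotropy tracks displacement of a FITC-tagged PTAP peptide (50 nM) from the Tsg101 binding domain (10 uM), following a 20 min room-temperature incubation at pH 7.5.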
S-ASM inh = inhibitors of human secretory acid sphingomyelinase. Potency, µM (series often up to 57.5 µM), inactives show at the top dose activity change, negative = inhibition, actives largely listed as inhibitors. placental ASM, HMU-PC fluorogenic substrate, 60 min. AID 504937. hit rate 0.006% among 340,000; note: potency is the fitted concentration of half-maximal effect
Target sequence (P17405 47-631 limits assumed): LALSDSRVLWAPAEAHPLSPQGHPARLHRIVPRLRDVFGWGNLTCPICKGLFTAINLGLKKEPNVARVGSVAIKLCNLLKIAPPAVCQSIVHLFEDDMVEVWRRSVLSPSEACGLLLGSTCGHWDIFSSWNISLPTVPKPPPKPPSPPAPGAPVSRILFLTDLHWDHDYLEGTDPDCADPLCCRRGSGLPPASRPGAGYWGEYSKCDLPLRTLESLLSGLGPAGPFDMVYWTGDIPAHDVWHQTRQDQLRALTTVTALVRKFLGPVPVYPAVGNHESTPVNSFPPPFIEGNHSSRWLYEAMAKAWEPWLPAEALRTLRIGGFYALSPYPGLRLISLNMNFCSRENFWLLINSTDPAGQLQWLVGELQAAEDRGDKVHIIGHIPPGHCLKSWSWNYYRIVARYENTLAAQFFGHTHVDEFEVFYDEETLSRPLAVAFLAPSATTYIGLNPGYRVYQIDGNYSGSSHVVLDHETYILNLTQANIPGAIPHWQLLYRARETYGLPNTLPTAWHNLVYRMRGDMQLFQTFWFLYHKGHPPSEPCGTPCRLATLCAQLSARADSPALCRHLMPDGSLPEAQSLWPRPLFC
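HMU-PC0 cleavage (9 uM final) by human placental ASM, 60 min at 37 °C following 10 min compound exposure at RT; stopped at pH 10, fluorescence Ex 386/Em 447 nm.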
MBNL1 CUG block = inhibitors of human MBNL1 binding to CUG repeat RNA; Q9NR56; hit rate 0.036% among 280,000; TR-FRET MBNL1-His/biotin-(CUG)12 binding, 665/545 ratio; Potency, µM (doses to about 57.5 µM), inactives show top-dose activity change, negative = inhibition, hits mostly inhibitors; active = well fitted inhibition curve with a large enough effect in the signal ratio, with a control signal flat, not every such curve was filed as active; inconclusive = small, poorly fitted or top-dose-only effect, or effect the other way, or a change in a side signal; inactive = no such curve, though single readings can be large or run the other way; the % refers to the signal ratio; note: potency is the fitted concentration of half-maximal effect; % is set by controls: 0 for no effect and ±100 for the full control effect
Target sequence (Q9NR56 whole entry, looked up): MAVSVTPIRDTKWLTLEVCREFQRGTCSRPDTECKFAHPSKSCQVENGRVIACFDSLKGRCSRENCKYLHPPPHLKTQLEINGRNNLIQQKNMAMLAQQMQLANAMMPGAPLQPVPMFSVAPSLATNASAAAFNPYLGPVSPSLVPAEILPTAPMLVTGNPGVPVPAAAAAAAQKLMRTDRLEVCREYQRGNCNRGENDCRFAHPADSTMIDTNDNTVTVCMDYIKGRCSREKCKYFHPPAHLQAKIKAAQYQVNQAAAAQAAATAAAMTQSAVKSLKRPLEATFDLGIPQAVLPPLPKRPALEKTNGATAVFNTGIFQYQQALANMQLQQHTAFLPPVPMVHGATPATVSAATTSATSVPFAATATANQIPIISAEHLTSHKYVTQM
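Inhibition of protein-RNA binding appears as loss of TR-FRET between terbium anti-His antibody on MBNL1-His and streptavidin-XL665 on biotin-(CUG)12. Activity is normalized to buffer-only and uninhibited-complex controls.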
Menin-MLL TR inh = menin-MLL binding inhibition, Texas Red mutant peptide; Potency, µM (series often up to 61.6 µM), inactives show at the top dose FP activity change, negative = inhibition, usual class: inhibitors; AID 1768; hit rate 0.23% among 270,000; Menin + Texas Red MLL mutant peptide, fluorescence polarization; active = well fitted inhibition curve with a large enough effect in the polarisation, with a control signal flat, not every such curve was filed as active; inconclusive = small, poorly fitted or top-dose-only effect, or effect the other way, or a change in a side signal; inactive = no such curve, though single readings can be large or run the other way; the % refers to the polarisation; note: potency is the fitted concentration of half-maximal effect; % of control where 0% means no effect; many of its hits are not listed in these tables
A-T KAP1 phos = candidate therapy for ataxia-telangiectasia; […] A-T fibroblasts, KAP-1 phosphorylation AlphaLISA; neocarzinostatin DNA damage 30 min before lysis; Potency, µM (series often up to 57.5 µM), for inactives: at the highest dose activation, most hits filed as activators; hit rate 0.19% among 320,000; AID 485349; note: potency is the fitted concentration of half-maximal effect; % of control where 0% means no effect; nearly all actives have a fitted effect of over 45% in size
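hTERT-immortalized A-T patient fibroblasts ([…]), 500 cells/well in OPTI-MEM, 1% FBS, got compounds for 60 min, then NCS for 30 min at 37C. Lysates were then assayed for phospho-KAP-1 by AlphaLISA (anti-pKAP1 donor, anti-KAP1 acceptor beads), 6 hr at 25C.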
MLL CXXC-DNA inh = MLL CXXC-DNA interaction inhibition | Q03164 | MLL-CXXC / FITC-HOXA9 DNA fluorescence polarization | Potency, µM (titrated, usually from 115 µM), without a hit: at the top dose activity change, negative = inhibition, actives largely listed as inhibitors | hit rate 0.037% among 290,000; active = well fitted inhibition curve with a large enough effect in the polarisation, with a control signal flat, not every such curve was filed as active; inconclusive = small, poorly fitted or top-dose-only effect, or effect the other way, or a change in a side signal; inactive = no such curve, though single readings can be large or run the other way; the % refers to the polarisation; note: potency is the fitted concentration of half-maximal effect
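Fluorescence polarization: 7 uM MLL-CXXC (stock) preincubated 5 min with compounds, then 50 nM fluorescein-HOX-A9 DNA (stock) added; 30 min ambient. Buffer 50 mM Tris-HCl pH 7.5, 50 mM NaCl, 1 mM DTT, 0.05% BSA.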
Mito fusion yeast = mitochondrial division inhibition or fusion activation; hit rate 0.23% among 320,000; S. cerevisiae fusion-defective mutant growth rescue, CellTiterGlo 48 h; Potency, µM (doses to about 46.1 µM), for inactives: at the top dose growth rescue (activation), most hits filed as activators; AID 485298;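 note: potency is the fitted concentration of half-maximal effect; % of control where 0% means no effect; nearly all actives have a fitted effect of over 45% in size; temperature-sensitive fusion mutants such as fzo1-1 at 37 °C on non-fermentable ethanol glycerol medium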
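Growth-rescue viability read-out: after 48 h at the non-permissive 37C in glycerol/ethanol YPEG, yeast mitochondrial fusion mutants are measured by CellTiterGlo luminescence; compounds (23 nl pinned per well) restoring growth score as division inhibitors or fusion activators.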
a7 integrin act = activators of alpha7 integrin expression for muscular dystrophy. alpha7betagal myoblasts, beta-gal FDG fluorescence, 48 h. Potency, µM (doses to about 38.3 µM), without a hit: at the highest dose activation, actives largely listed as activators. hit rate 0.064% among 350,000;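 note: potency is the fitted concentration of half-maximal effect; 100% = response of the positive control SU9516; nearly all actives have a fitted effect of over 60% in size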
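alpha7betagal+/- myoblasts (passage 13, 250/well) treated 48 h at 37C with compounds at 1:260 dilution of DMSO stock. Lysed, then beta-galactosidase activity read as FDG fluorescence (ex 480/em 540) after 30 min, with pre-read for autofluorescence.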
An asterisk follows results filed as active; ? = inconclusive; · = not tested or not shown; & = joins results of further samples; [ ] = another dose, or the depositor's remark. Unless noted, calls come from the whole dose curve; as a rule, active = well fitted curve in the direction sought with a large enough effect; inconclusive = small, poorly fitted or top-dose-only effect, or another doubt; inactive = no such curve, though single readings can be large; an effect the other way counts as inactive or inconclusive. Some of the compounds tested (hit frequency here may not be typical).

Values run as follows: TCR activator	TSHR antagonist	PTAP TSG101 blk	S-ASM inh	MBNL1 CUG block	Menin-MLL TR inh	A-T KAP1 phos	MLL CXXC-DNA inh	Mito fusion yeast	a7 integrin act
(1) O=C(C1COc2ccccc2O1)N1CCN(c2nc3c(F)cc(F)cc3s2)CC1 (configuration not stated)
 : -1%	-10	-3%	-15%	·	·	3%	·	?	?
(2) Cc1ccc(CSCC(=O)Nc2ccc(F)cc2)cc1
 : 8%[46.1 µM]	-8	1%	2%	-8%	6%	-1%	13%	4%	0%
(3) N=c1n(CCN2CCCCC2)c2ccccc2n1CC(O)c1ccco1 (configuration not stated)
 : 6%	-10	-2%	3%	-15%	·	-1%	-2%	0%	?
(4) COc1cccc(NC(=S)NCCN2CCOCC2)c1
 : -5%[46.1 µM]	-3	-6%	3%	0%	0%	4%	-2%	-4%	23%
(5) COc1ccc(-c2cc3ccc(OCC(=O)NCC4CCC(C(=O)O)CC4)cc3oc2=O)cc1 (configuration not stated)
 : -14%	18	2%	·	?	-10%	27%	-8%	-2%	13%
(6) CC(Oc1ccc(-c2ccccc2)cc1)C(=O)N/N=C/c1cccnc1 (configuration not stated)
 : 1%	-3	-1%	8%	11%	·	4%	2%	-10%	-29%
(7) COCc1nc2ccccc2n1Cc1ccccc1
 : -6%	-1	-6%	2%	0%	-14%	0%	11%	-2%	-8%
(8) CC(C)(C)OC(=O)NCc1n[nH]c(=S)n1C1CC1
 : 3%	-30	-2%	0%	3%	·	11%	28%	7%	36%
(9) COc1cccc(CNC(=O)N[C@@H](C)C(=O)O)c1
 : -3%	2	-2%	1%	-2%	·	-1%	-1%	-1%	-12%
(10) NS(=O)(=O)c1ccc(CCNC(=S)Nc2ccc(S(N)(=O)=O)cc2)cc1
 : -1%[46.1 µM]	6	-1%	-2%	·	-2%	-8%	13%	0%	0%
(11) O=S(=O)(NCc1nnc2c(C(F)(F)F)cc(Cl)cn12)c1ccccc1
 : 3%	16	0%	0%	10%	·	12%	13%	-1%	3%
(12) CN(Cc1ccccc1)C(=O)c1ccc(NC(=O)Cc2ccc(NC(=O)C3CCCN(C(=O)C4CC4)C3)cc2)cc1 (configuration not stated)
 : 5%	·	-1%	4%	·	·	·	·	·	1%
(13) COc1ccccc1/C=C/C(=O)OCC(=O)NCCC1=CCCCC1
 : -4%	-5	-2%	-1%	-2%	?	11%	-5%	12%	8%
(14) COc1ccc(CNC(=S)Nc2cc(C)cc(C)c2)cc1
 : 0%	-4	-2%	-3%	-21%	2%	·	1%	-8%	12%
(15) CN1C(=O)C(O)(CC(=O)c2ccccc2O)c2cc(Br)ccc21 (configuration not stated)
 : 3%	12&6	-2%	-4%	?	7%&-4%	-1%	-5%&9%	0%	-44%
(16) Cc1ccc(N2C(=O)N3[C@H](c4ccc(F)cc4)[C@@H]4C(=O)N(C5CCCCC5)C(=O)[C@@H]4[C@]3(Cc3ccccc3)C2=O)cc1
 : 8%	-9	-1%	-2%	39%[activator]	6%	-1%	13%	-1%	1%
(17) Cc1onc(-c2ccccc2)c1C(=O)N1CCN(C)CC1
 : ·	2	-1%	1%	14%	1%	·	10%	0%	0%
(18) COc1cc(NC(=O)c2ccccc2-c2ccccc2)cc(OC)c1
 : -2%[46.1 µM]	4	-3%	-1%	5%[11.5 µM]	4%	4%	-2%	?	23%
(19) CN1C(CC(=O)c2ccccc2)CCCC1CC(O)c1ccccc1 (configuration not stated)
 : -5%	1	1%	-1%	6%	·	-1%	0%	-3%	12%
(20) O=C(c1cnccn1)N1CCN(C/C=C/c2ccccc2)CC1
 : 4%	0	-3%	3%	-7%	0%	5%	-4%	2%	18%
(21) Cc1ccccc1OCC(=O)NCC(C)(C)N1CCOCC1
 : -2%	8	-4%	2%	·	·	5%	·	1%	3%
(22) Cc1ccc(-c2nc(CS(=O)CC(=O)N3CCN(c4ccc(F)cc4)CC3)c(C)o2)cc1 (configuration not stated)
 : -7%	-3	3%	6%	3%	·	-9%	3%	-5%	17%
(23) Cc1cc(CSc2ccccc2)ccc1NC(=O)COc1ccccc1C
 : -1%[46.1 µM]	-12	-2%	-1%	6%	-18%	3%	-23%	-2%	-2%
(24) CC(C)C(C)NC(=O)CSc1ccc(S(=O)(=O)N2CCOCC2)cn1 (configuration not stated)
 : -1%	2	-2%	-1%	·	·	4%	·	-3%	?
(25) CN(C)S(=O)(=O)c1ccc(Cl)c(C(=O)NC2CCCCCCC2)c1
 : 2%	7	2%	5%	-2%	-7%	-3%	6%	11%	-29%
(26) CCOc1ccc(S(=O)(=O)n2ccc(C)n2)c2ccccc12
 : -5%	-19	0%	-8%	2%	-22%	3%	4%	-3%	-14%
(27) CCC(=O)Nc1nnc(SCC(=O)c2ccc3c(c2)Cc2ccccc2-3)s1
 : 0%	-1	-3%	-2%	7%	?	13%	-9%	-2%	4%
(28) CCn1c(=O)cc(SCC(=O)N2CCN(c3ccccn3)CC2)c2ccccc21
 : -3%	3	-3%	2%	-10%	-14%	12%	-2%	1%	?
(29) CCOC(=O)c1cccc(NC(=O)CCc2c(C)nc3ncnn3c2C)c1
 : 4%	1	0%	2%	6%	-9%	-2%	-4%	0%	10%
(30) O=C(NCC1COc2ccccc2O1)c1ccc(F)c(S(=O)(=O)N2CCOCC2)c1 (configuration not stated)
 : 3%	-7	0%	-2%	·	·	11%	·	-6%	-4%
(31) CCOC(=O)C1CCN(S(=O)(=O)c2ccc3c(c2)NC(=O)C(C)C(=O)N3)CC1 (configuration not stated)
 : -2%	13	-2%	2%	2%	-5%	-3%	·	2%	4%
(32) O=C(NCCN1CCOCC1)c1cc(-c2ccc(F)cc2)on1
 : 1%	11	-6%	-1%	-13%	-8%	·	6%	0%	15%
(33) COCCCn1c(SCC(=O)N2CCc3ccccc32)nnc1-c1ccoc1C
 : -2%	·	-3%	-2%	·	·	·	·	·	-4%
(34) Cc1ccccc1NC(=O)Nc1nc2ccc(S(C)(=O)=O)cc2s1
 : 4%[46.1 µM]	17	3%	3%	?	-27%	6%	22%	-2%	4%
(35) CN(C)c1ccnc(Nc2ccccc2)c1C#N
 : -3%	-2	1%	1%	10%	?	6%	-11%	0%	-1%
(36) O=S(=O)(NCCSc1ccccc1)c1ccc(F)cc1
 : 1%	15	-11%	-1%	-6%	13%	24%	-3%	14%	13%
(37) CC(C)NC(=O)C1CCN(C(=O)C(C(=O)c2ccccc2)n2cc(Cl)ccc2=O)CC1 (configuration not stated)
 : -4%	-8	-5%	1%	3%	-10%	-2%	8%	0%	9%[7.66 µM]
(38) COc1ccccc1-c1ocnc1C(=O)N1CCN(S(=O)(=O)c2ccc(NC(C)=O)cc2)CC1
 : 2%	1	-5%	-1%	0%	2%	-2%	11%	-5%	?
(39) CC(Sc1nnc(C2CC2)n1Cc1ccccc1)C(=O)N1CCNC1=O (configuration not stated)
 : 9%	14	0%	3%	·	·	14%	·	1%	-24%
(40) Cc1nn(CCCC(=O)NCc2ccco2)c(=O)c2nn(-c3ccccc3)c(C)c12
 : 5%	-5	-5%	-2%	-3%	·	-7%	?	0%	22%
(41) Cn1c(SCC(=O)N2CCOCC2)nnc1-c1ccc(Cl)cc1Cl
 : -3%	-6	-4%	0%	-3%	2%	5%	1%	1%	1%
(42) CCOc1ccc2oc(C(=O)N3CCN(c4ccccc4OCC)CC3)c(C)c2c1
 : -1%	-13	2%	-8%	·	·	3%	·	19%	1%
(43) CCn1c(=O)c2cc(C(=O)N3CCOCC3)sc2c2ccccc21
 : 5%	7	-10%	6%	0%	-2%	-1%	-1%	0%	-4%
(44) Cc1oc(-c2ccc(Cl)cc2)nc1CS(=O)CC(=O)NC1CCCC1 (configuration not stated)
 : -4%	-3	-2%	2%	-1%	·	2%	-4%	-1%	-29%
(45) O=C(/C=C/c1ccccc1)Nc1cc(C(=O)O)cc(C(=O)O)c1
 : -6%	-7	-2%	9%	10%	-8%	13%	28%	10%	?
